# Screening data as filed in PubChem.
# IMP-1 inh = IMP-1 metallo-beta-lactamase inhibitors, primary screen, biochemical, epi-absorbance readout, Pseudomonas aeruginosa enzyme; purified IMP-1, nitrocefin hydrolysis, epi-absorbance fluorescence; inhibition, % at 5.6 µM; 0.45% of 290,000 active; AID 1556, 2009;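 active = inhibition above the mean plus 3 SD of all compounds in the same screening run, cut at about 4.5% in these data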;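 also: 0% = IMP-1 with DMSO and 100% = DMSO wells lacking enzyme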
#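 System – purified recombinant IMP-1 beta-lactamase · Input – IMP-1 dispensed at 0.2 nM · Timing – 15 min preincubation plus 25 min reaction at 25 °C · Signal – Epi-absorbance fluorescence, 480 nm excitation, 530 nm emission · Measure – percent IMP-1 inhibition derived from blank-referenced optical density · Controls – Enzyme-plus-DMSO low control, enzyme-free DMSO high control · Replication – singlicate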
# PHOSPHO1 block = PubChem AID 1565; Phosphoethanolamine/phosphocholine phosphatase (Homo sapiens), Q8TCT1; recombinant PHOSPHO1, absorbance phosphatase assay; inhibition, % at 13.3 µM; 1.1% of 290,000 active; in the data active = inhibition above about 60%
# Target sequence (Q8TCT1 whole entry, looked up): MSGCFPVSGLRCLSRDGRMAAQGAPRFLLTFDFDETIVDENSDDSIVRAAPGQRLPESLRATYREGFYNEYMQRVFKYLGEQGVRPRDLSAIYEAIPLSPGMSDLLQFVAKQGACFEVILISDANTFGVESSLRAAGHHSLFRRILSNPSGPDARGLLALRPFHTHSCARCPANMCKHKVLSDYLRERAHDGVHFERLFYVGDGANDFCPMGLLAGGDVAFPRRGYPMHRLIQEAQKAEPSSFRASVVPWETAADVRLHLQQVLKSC
# p-CIP stab down = p/CIP-EGFP fusion destabilizers, primary screen, fluorescence, F442A cells; Q05BA5; 16 h; decrease of EGFP signal, % at 10 µM; 0.01% of 290,000 active; AID 1984, 2009;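 active = EGFP signal decrease of at least 30% at 10 µM or well 3 SD below plate mean, unless failing retest; inactive = the rest, including hits failing retest or dose response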; also: some compounds called inactive have numbers as strong as hits; many of its hits are not listed in these tables
# NALP1 yeast inh = NALP1 inflammasome inhibitors in reconstituted yeast, colorimetric, S. cerevisiae, triplicate retest | 0.61% of 280,000 active | AID 2071, 2009 | inhibition, % at 10 µM | S. cerevisiae NALP1/ASC/caspase-1 growth, X-gal OD620, 72 h; in the data active = inhibition mostly above about 24%, no sharp cut-off; inactive = mostly below about 32%; also: some compounds called inactive have numbers as strong as hits
# IDE cell activ = human IDE activators in live cells, primary screen, fluorescence polarization, HEK cells, FAbeta-B substrate; activation, % at 5.96 µM; 0.073% of 340,000 active; FAbeta-B cleavage; 0% vehicle, 100% cell-free pure enzyme wells;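 active = activation above the mean of all tested compounds plus 3 SD, set per screening campaign, cut at about 17% in these data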
# VIM-2 inhibitor = VIM-2 metallo-beta-lactamase inhibitors, primary screen, biochemical, epi-absorbance readout, Pseudomonas aeruginosa enzyme. 0.89% of 290,000 active. purified VIM-2, nitrocefin hydrolysis, epi-absorbance fluorescence. inhibition, % at 5.6 µM. AID 1527, 2009;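 active = inhibition above the mean of all tested compounds plus 3 SD, cutoff set per screening run, cut at about 7.5% in these data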;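 also: red hydrolysis product quenches plate fluorescence so inhibitors raise well fluorescence; 0% = enzyme with DMSO and 100% = DMSO without enzyme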
# IDE cell inh = human IDE inhibitors in live cells, primary screen, fluorescence polarization, HEK cells, FAbetaB substrate. AID 434962, 2010. inhibition, % at 5.59 µM. 0.41% of 320,000 active. Insulin-degrading enzyme (Homo sapiens), P14735. FAbetaB cleavage;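 active = percent inhibition above the average of all tested compounds plus 3 SD, set per screening campaign, cut at about 16% in these data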;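 also: IDE supplied by intact live HEK cells; FP after avidin binding of uncleaved biotin substrate so inhibition keeps polarization high; 0% = DMSO wells and 100% = 60 µM reference IDE inhibitor Ii1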
# GPR7 antagonist = GPR7 receptor antagonists, primary screen, cell-based, fluorescence, single concentration | AID 1861, 2009 | GPR7-expressing cells, fluorescence antagonist assay | 1.1% of 290,000 active | Neuropeptides B/W receptor type 1 (Homo sapiens), P48145 | inhibition, % at 4.4 µM; in the data active = inhibition above about 16%, passing the limit was not always enough;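 also: cells stimulated with the agonist NPW; 0% = agonist with vehicle and 100% = vehicle without agonist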
# Target sequence (P48145 whole entry, looked up): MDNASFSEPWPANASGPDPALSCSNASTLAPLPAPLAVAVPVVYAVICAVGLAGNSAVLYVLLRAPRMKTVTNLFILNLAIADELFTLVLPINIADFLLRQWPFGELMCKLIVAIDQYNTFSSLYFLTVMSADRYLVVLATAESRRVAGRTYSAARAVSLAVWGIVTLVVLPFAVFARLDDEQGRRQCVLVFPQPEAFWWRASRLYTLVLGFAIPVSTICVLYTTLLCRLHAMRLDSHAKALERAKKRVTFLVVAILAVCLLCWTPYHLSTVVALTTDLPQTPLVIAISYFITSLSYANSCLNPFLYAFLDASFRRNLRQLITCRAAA
# M18AAP inhibitor = PfM18AAP inhibitors, malaria aminopeptidase, primary screen, biochemical, QFRET, recombinant enzyme. M18 aspartyl aminopeptidase (Plasmodium falciparum 3D7). H-Glu-NHMec fluorogenic cleavage. inhibition, % at 7.35 µM. 1.2% of 290,000 active;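 active = inhibition above the campaign mean inhibition over all tested compounds plus 3 SD, cut at about 28% in these data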;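 also: 0% = plate median of test compound wells and 100% = 2 mM ZnCl2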
# * = called active by the depositor; x = not tested or not shown.
SMILES,IMP-1 inh,PHOSPHO1 block,p-CIP stab down,NALP1 yeast inh,IDE cell activ,VIM-2 inhibitor,IDE cell inh,GPR7 antagonist,M18AAP inhibitor
O=C(NC1CCCCC1)c1ccc(S(=O)(=O)N2CCOCC2)cc1,-2.0,-1,1,5,0,-2.3,2,-11,6
O=Nc1c(O)[nH]c2ccc(F)cc12,-2.8,18,-4,3,1,-1.5,0,-12,-4
COc1ccc(/C=N/N(C)c2cc(=O)n(C)c(=O)[nH]2)cc1OC,-5.6,-3,-13,11,-2,-2.9,-1,-5,10
Cc1cc(C)n(C(=O)CNC(=O)c2cccs2)n1,-2.0,-23,2,4,4,-2.1,6,9,-6
O=C(Nc1ccc(NC(=O)C2CC2)nc1)c1ccco1,-2.4,22,-4,10,-1,-2.7,-5,-5,1
O=C(COc1cc(Cl)c(Cl)cc1Cl)NC(=O)NC1CCCC1,-4.1,-60,8,8,0,-3.6,2,-16,-1
Cc1c(Cl)cccc1NC(=O)CC(C(=O)O)C1CCCO1 (stereo unspecified),-3.3,-33,1,11,5,-1.8,-6,-8,-3
CCOC(=O)c1c(NC(=O)CSc2nnc(-c3ccc(C)cc3)o2)sc(C(C)=O)c1C,-4.3,46,3,4,-2,-7.1,5,0,-4
O=C(Nc1nnc(S(=O)(=O)N2CCCCCC2)s1)c1ccccc1F,-0.6,20,-3,-50,4,-1.6,0,1,-2
Cc1ccc(C(C)C)c(Oc2nnnn2-c2ccccc2)c1,1.1,16,-8,-24,3,-2.9,-2,-4,-5
COC(=O)c1cc(S(=O)(=O)N2CCN(c3cccc(C)c3)C(C)C2)c[nH]1 (stereo unspecified),-2.7,34,-1,2,-4,-2.7,2,-14,7
Cc1sc2nc(COC(=O)c3ccc(N4CCCC4)c([N+](=O)[O-])c3)[nH]c(=O)c2c1C,-4.0,-4,-16,-3,6,-3.0,3,-6,2
CCN(CC)C(=O)CSc1n[nH]c(=O)n1CCc1ccccc1,-1.6,27,-12,3,1,0.2,-13,-8,-7
CCCCOc1ccc(C(=O)NCC(=O)NC(C)CCc2ccccc2)cc1 (stereo unspecified),-0.2,25,-1,9,0,0.2,x,-10,0
CC(C)CNC(=O)COCc1cc(-c2ccc3c(c2)OCO3)on1,-1.3,26,-1,14,2,-2.5,4,-3,0
COc1ccc(OC)c(S(=O)(=O)N2c3cc(F)ccc3CCC2C)c1 (stereo unspecified),-2.3,-31,-12,18,2,-4.5,2,-9,2
COc1ccc(-c2csc3nc(C)nc(N4CCN(C(C)=O)CC4)c23)cc1OC,-0.2,28,6,3,-1,0.4,-4,-4,-3
COc1ccc(C2Nc3ccccc3C(=O)N2O)cc1CN1CCOCC1 (stereo unspecified),-2.4,6,-6,22,8,-0.8,-5,-1,-7
O=C(O)CSC(=S)N1CCCC1,-3.1,36,-1,4,3,-2.9,-5,-6,-10
CCCN(CCC)CCNC(=O)c1cc2c(=O)n(C)c3ccccc3c2n1C,-4.4,14,4,32,3,22*,-1,-5,1
COc1ccc(Nc2nc(-c3sc(NC(C)=O)nc3C)cs2)cc1,-3.7,73*,0,23,x,-1.6,-1,-11,8
COc1ccc(-c2cc(C(F)(F)F)nc(SCC(=O)N(C)Cc3cn(C)nc3C)n2)cc1OC,-1.1,-7,-16,13,2,1.3,-1,-3,-13
COc1ccccc1N1CCN(C(=O)c2sc3ncnc(N4CCN(c5ccccn5)CC4)c3c2C)CC1,-1.4,14,3,-10,-4,-1.4,10,6,2
COc1ccc(CSc2nnnn2-c2ccc(O)cc2)cc1F,-1.0,32,-22,24,2,-2.8,-1,28,4
COc1ccc(C(=O)O/N=C(\N)c2ccccn2)c(OC)c1,-3.6,12,3,-6,-2,-3.7,3,4,3
c1ccc(CNc2nc(-c3cccs3)nc3ccccc23)cc1,-1.9,19,6,18,2,-2.2,x,-15,-4
CSc1nsc(SCC(=O)Nc2nncs2)n1,-3.1,2,-12,12,1,-4.2,-2,18,5
CCOC(=O)c1c(N)sc(=S)c2c1CCC2,12*,60*,-17,10,3,1.8,6,-16,23
Cc1ccc(S(=O)(=O)Nc2ccccc2C(=O)N2CCOCC2)cc1,0.3,43,-20,23,1,-0.4,-5,-2,1
Cc1ccccc1N1C(=O)c2cccc3c(N(C)CCO)ccc(c23)C1=O,1.4,-9,-440,3,-49,1.6,47*,-2,-13
COc1cc(/C=N/NC(=O)COc2ccc([N+](=O)[O-])cc2)ccc1OCC(=O)N1CCOCC1,-2.3,23,0,-4,3,0.4,-2,-5,1
CCC(C(=O)NCCC1=CCCCC1)n1nc(C)c2c(C)n(-c3ccccc3)nc2c1=O (stereo unspecified),-3.9,59,-7,-16,-7,-2.0,-3,-1,10
Fc1cccc(Cl)c1Cn1nnc(-c2ccc(N3CCOCC3)cc2)n1,-0.7,11,3,28,5,-2.1,-4,-1,1
CCOc1ccc2[nH]c(=O)c(CN(Cc3nnnn3CCc3ccccc3)CC3CCCO3)cc2c1 (stereo unspecified),-3.8,2,-1,0,0,-6.5,0,8,10
CC1CCN(S(=O)(=O)c2ccc(Br)s2)CC1,-2.8,26,-3,9,0,-1.8,-1,-5,1
COc1ccc(N/C(=N\c2nc(C)cc(C)n2)NC(=O)C(C)C)cc1OC,-0.7,1,-5,-4,3,2.4,7,-6,-10
CC(=O)c1c(C)[nH]c(C(=O)OCC(=O)N2CCN(S(=O)(=O)c3ccc(C)cc3C)CC2)c1C,-2.5,7,-3,-3,2,-0.5,2,-11,5
CC(=O)OC(C(=O)NCc1ccc2c(c1)OCO2)c1ccccc1Cl (stereo unspecified),0.0,17,4,34,-3,-1.4,0,-2,10
COc1cc(/C=C/C(=O)N2CCOCC2)ccc1OCc1ccccc1,-4.0,-8,8,33,2,-4.1,7,-9,1
CCOC(=O)c1c(-c2ccccc2)csc1NC(=O)CCN1C(=O)c2ccccc2C1=O,-1.5,-6,-9,19,-1,-2.2,-1,-10,4
COc1ccc(CNC(=O)CSc2nnnn2Cc2ccccc2)cc1,-4.7,13,-6,-7,-1,-1.8,-1,-5,-2
COc1ccc(OC)c(Nc2nc(-c3cccs3)cs2)c1,-5.2,-3,14,37,-5,-4.6,2,-9,12
O=C(O)CCC(=O)N1CCN(c2nc3ccccc3s2)CC1,-4.2,-22,-6,14,1,-4.4,2,-4,0
O=C(Nc1ccccc1)c1ccccc1OCc1cccc([N+](=O)[O-])c1,-1.7,8,2,18,2,2.6,9,0,-4
COC(=O)CCCC1=CC2=C(c3ccccc3)C(=O)C(C)(OC(=O)C3CCCC3)C(=O)C2=CN1Cc1ccc2c(c1)OCO2 (stereo unspecified),x,-18,9,-4,-1,x,4,x,x
O=C(Nc1ccsc1C(=O)O)c1ccc(Cl)cc1,-1.3,44,1,10,-15,0.1,12,46*,-1
N#Cc1c(/N=C/c2cc(Br)cs2)sc2c1CCC2,2.1,x,x,x,-1,-1.1,5,2,5
CC1CN(C(=O)Cn2cnc3c2c(=O)n(C)c(=O)n3C)CC(C)O1 (stereo unspecified),-4.2,2,6,-5,3,-4.7,1,-5,-2
N#Cc1c(NC(=O)CCC(=O)O)sc2c1CCCC2,-2.0,-3,0,2,7,0.5,1,-8,4
COCCn1c(CN2CCN(c3ccc(OC)cc3)CC2)nc2c1c(=O)n(C)c(=O)n2C,-0.6,-2,-9,-73,5,-1.1,-8,16,-3

# Following part
SMILES,IMP-1 inh,PHOSPHO1 block,p-CIP stab down,NALP1 yeast inh,IDE cell activ,VIM-2 inhibitor,IDE cell inh,GPR7 antagonist,M18AAP inhibitor
CCCC(=O)NC(Nc1cc(C(F)(F)F)ccc1Cl)C(Cl)(Cl)Cl (stereo unspecified),-1.6,2,12,6,-2,0.1,-5,-4,0
O=C(Nc1ccccc1)c1ccco1,-3.2,24,0,9,1,-3.4,x,-7,3
O=C(CCCN1C(=O)/C(=C/c2ccco2)SC1=S)Nc1ccccc1,0.6,7,0,11,-1,-0.3,-3,0,2
Cc1ccc(S(=O)(=O)N2CCOCC2)cc1C(=O)Nc1c(C)n(C)n(-c2ccccc2)c1=O,-2.0,-16,5,14,1,-1.4,-4,-12,5
COc1ccc([N+](=O)[O-])cc1NC(=O)CC(C)c1ccccc1 (stereo unspecified),-2.0,22,-6,14,3,-5.6,-8,10,5
O=C(Nc1c[nH]c(=O)[nH]c1=O)c1ccc2c(c1)C(=O)N(c1cccc([N+](=O)[O-])c1)C2=O,1.0,25,-6,x,0,0.5,x,15,2
Cc1sc2nc(SCC(=O)c3cc(C)n(CC4CCCO4)c3C)n(C(C)C)c(=O)c2c1C (stereo unspecified),-3.1,79*,-17,18,5,2.0,-2,-16,0
